Assay outcomes: PubChem BioAssay, Sanford-Burnham Center for Chemical Genomics
SENP8 block-1 = SENP8 (human) protease inhibition; inhibition, % at 20 µM; hit rate 0.64% among 360,000; AID 602440; Q96LD8; recombinant SENP8, Nedd8 substrate fluorescence; in the data active = inhibition mostly above about 40%, no sharp cut-off; inactive = mostly below about 27%
Target sequence (Q96LD8 whole entry, looked up): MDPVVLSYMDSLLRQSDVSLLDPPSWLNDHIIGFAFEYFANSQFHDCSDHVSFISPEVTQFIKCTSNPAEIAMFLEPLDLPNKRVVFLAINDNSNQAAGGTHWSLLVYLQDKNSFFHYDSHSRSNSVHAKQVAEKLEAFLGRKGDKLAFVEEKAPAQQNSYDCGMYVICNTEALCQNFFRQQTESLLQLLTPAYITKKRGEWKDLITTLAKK
HKDC1 inh = HKDC1 (human) hexokinase inhibition | hit rate 0.16% among 340,000 | Q2TB90 | recombinant HKDC1, G6PDH/diaphorase resazurin coupled fluorescence | AID 493160 | inhibition, % at 20 µM;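 active = inhibition above about 35% when tested at 20 µM, limit read from the data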;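 note: plate controls were DMSO wells with enzyme for no effect and DMSO wells lacking enzyme for full effect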
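Assay system: in-house recombinant HK5 (HKDC1) enzyme. Input: HKDC1 at 5 µg/mL. Medium: Tris pH 8.0 buffer with MgCl2, Tween-20, BSA, BME. Dosing: single 20 µM dose. Schedule: 90 min reaction incubation at room temperature, dark. Signal: resazurin-to-resorufin fluorescence via G6PDH and diaphorase coupling, 525/613 nm. Controls: DMSO-enzyme wells negative, buffer-substituted wells positive.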
PfGluPho inh = PfG6PD (Plasmodium falciparum) enzyme inhibition; hit rate 0.78% among 350,000; PfGluPho enzyme, NADPH resazurin-diaphorase fluorescence; inhibition, % at 20 µM;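 active = inhibition reaching at least a set limit at 20 µM in the primary screen, cut at about 59% in these data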;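 note: 0% = DMSO wells with substrate and 100% = DMSO wells lacking glucose-6-phosphate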
SENP6 inh = inhibitors of human SENP6 protease; Q9GZR1; Recombinant SENP6 catalytic domain, aminoluciferin luminescence; inhibition, % at 10 µM; hit rate 1.8% among 330,000; AID 2599;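 active = inhibition above about 50% at the single tested dose, limit read from the data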;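 note: plate controls were DMSO wells with enzyme for no effect and DMSO wells lacking enzyme for full effect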
Target sequence (Q9GZR1 628-1112 limits assumed): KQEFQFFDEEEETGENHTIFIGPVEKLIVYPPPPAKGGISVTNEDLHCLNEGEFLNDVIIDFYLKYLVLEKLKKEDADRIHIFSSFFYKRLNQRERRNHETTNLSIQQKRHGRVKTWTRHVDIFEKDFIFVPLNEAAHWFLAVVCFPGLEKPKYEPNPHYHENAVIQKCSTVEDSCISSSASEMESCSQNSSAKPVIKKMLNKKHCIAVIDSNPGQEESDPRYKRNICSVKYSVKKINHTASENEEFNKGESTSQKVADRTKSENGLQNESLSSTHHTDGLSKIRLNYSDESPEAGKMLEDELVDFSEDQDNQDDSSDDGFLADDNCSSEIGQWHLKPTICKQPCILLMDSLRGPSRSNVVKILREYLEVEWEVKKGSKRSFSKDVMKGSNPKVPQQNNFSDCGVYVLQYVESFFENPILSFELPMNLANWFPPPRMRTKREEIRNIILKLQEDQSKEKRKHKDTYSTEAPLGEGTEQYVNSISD
Apaf1 inhib = human Apaf-1 inhibition; O14727; reconstituted apoptosome caspase-3 activity, DEVD-Rh110 fluorescence; inhibition, % at 20 µM; hit rate 0.71% among 330,000; AID 489030; active = inhibition of at least 40% at 20 µM;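 note: plate controls were DMSO wells for no effect and DEVD-CHO caspase inhibitor wells for full effect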
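Material: reconstituted apoptosome with Apaf-1, cytochrome c, caspase-9, procaspase-3, dATP / Buffer or medium: pH 7.5 Hepes buffer with CHAPS, BSA, DTT / Also added: cytochrome c with DEVD-Rh110 / Schedule: compound with Apaf-1, dATP, procaspase-3 30 min, then 50 min reaction, room temperature / Technique: rhodamine 110 fluorescence at Ex 480/Em 540 nm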
SENP1 FRET inh = blocks the human SENP1 SUMO protease catalytic domain. inhibition, % at 10 µM. hit rate 0.21% among 360,000. AID 624204. recombinant SENP1 catalytic domain, CyPet-SUMO1-YPet FRET cleavage. Q9P0U3;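 active = inhibition at least 30% at 10 µM, raw YFP signal under a set limit, fluorescence ratio 0.5 to 1.5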;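 note: 0% = enzyme with DMSO and 100% = no enzyme wells; some results filed as inactive read as strong as hits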
Target sequence (Q9P0U3 419-644 limits assumed): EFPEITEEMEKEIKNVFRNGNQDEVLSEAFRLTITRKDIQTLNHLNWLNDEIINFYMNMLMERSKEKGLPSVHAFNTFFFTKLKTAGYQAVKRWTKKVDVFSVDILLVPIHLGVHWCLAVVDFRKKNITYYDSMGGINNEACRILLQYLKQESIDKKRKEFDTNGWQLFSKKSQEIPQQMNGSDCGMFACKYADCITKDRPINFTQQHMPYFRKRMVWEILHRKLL
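Test system: human SENP1 catalytic domain; medium: Tris pH 8 buffer plus EDTA, NaCl, BME, BSA, NP40, catalase; incubation: 50 min reaction at room temperature; technique: FRET, CFP and YFP emission; controls: no-enzyme low control and enzyme-plus-DMSO high control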
SENP8 block-2 = blocks the human protease SENP8; purified SENP8, Z-RLRGG-aminoluciferin cleavage, luminescence; Q96LD8; AID 2540; inhibition, % at 10 µM; hit rate 1.2% among 330,000; in the data active = inhibition above about 50%
SENP7 block = SENP7 protease inhibition | hit rate 1.5% among 330,000 | inhibition, % at 5 µM | recombinant SENP7, Z-RLRGG-aminoluciferin luminescence, 40 min | Q9BQF6;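 active = inhibition above about 50% at the single test dose, limit read from the data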;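 note: plate controls were DMSO with enzyme for no effect and no enzyme buffer wells for full effect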
An asterisk follows results filed as active; . = not tested or not shown.

A first look:
SMILES	SENP8 block-1	HKDC1 inh	PfGluPho inh	SENP6 inh	Apaf1 inhib	SENP1 FRET inh	SENP8 block-2	SENP7 block
COc1ccc([C@@H]2[C@@H]3C(=O)N(C(C)(C)C)C(=O)[C@@H]3[C@]3(Cc4ccc(Cl)cc4)C(=O)N(c4cccc(Br)c4)C(=O)N23)cc1	6	-1	5	-8	23	1	9	-7
O=C(NN1CCCCC1)c1cnn2c(C(F)F)cc(-c3ccccc3)nc12	-1	10	7	-12	4	0	0	8
COC(=O)Cn1c(=NC(=O)c2sc3ccccc3c2Cl)sc2cc(S(N)(=O)=O)ccc21	-332	-9	-7	1	-38	-1	-1	-3

All compounds of this part, previewed entries included:
SMILES	SENP8 block-1	HKDC1 inh	PfGluPho inh	SENP6 inh	Apaf1 inhib	SENP1 FRET inh	SENP8 block-2	SENP7 block
COc1ccc([C@@H]2[C@@H]3C(=O)N(C(C)(C)C)C(=O)[C@@H]3[C@]3(Cc4ccc(Cl)cc4)C(=O)N(c4cccc(Br)c4)C(=O)N23)cc1	6	-1	5	-8	23	1	9	-7
O=C(NN1CCCCC1)c1cnn2c(C(F)F)cc(-c3ccccc3)nc12	-1	10	7	-12	4	0	0	8
COC(=O)Cn1c(=NC(=O)c2sc3ccccc3c2Cl)sc2cc(S(N)(=O)=O)ccc21	-332	-9	-7	1	-38	-1	-1	-3
CCOc1ccc(-c2nc(-c3cccs3)c(CC(=O)O)s2)cc1OC	-355	-4	-21	13	-1	-14	-1	7
COc1ccc(NC(=O)c2ccc(C)cc2)cc1	30	-1	44	63*	-1	0	27	41
CC(=O)Nc1nc2nc(-c3ccccc3)cc(-c3ccccc3)n2n1	-348	1	2	16	12	-1	1	3
O=C(Nc1cccc(O)c1)c1cccc(NC(=O)c2cccs2)c1	-1	-1	17	-6	4	4	1	3
O=C(c1ccc2c3n(nc2c1)-c1ccc(Cl)cc1CO3)N1CCOCC1	-23	1	1	12	4	0	4	-9
C=CCOC(=O)C(C#N)c1nc2ccccc2nc1N1CCN(Cc2ccc3c(c2)OCO3)CC1 (stereo not drawn)	-126	5	-8	-8	21	-35	7	12
COc1ccccc1N(CC(=O)Nc1ccccc1C(=O)NCC(C)C)S(C)(=O)=O	2	-7	3	2	-19	2	9	7
COCCCN(C(=O)Cc1csc(-c2cccc(Cl)c2)n1)c1c(N)n(Cc2ccccc2)c(=O)[nH]c1=O	-38	2	-10	-3	17	-21	1	6
CCOc1cc(NC(=S)NCCCN(C)C)c(OCC)cc1NC(=O)C1CC1	5	-8	0	-6	-15	-1	-1	-1
CCCCc1ccc(NC(=S)N2CCCC(C)C2)cc1 (stereo not drawn)	8	13	10	8	10	7	2	6
Cc1ccc(S(=O)(=O)NCCCCCC(=O)N(C)C)cc1	12	-10	5	-3	6	0	4	-3
Oc1ccc(Cl)cc1CNn1cnnc1	-2	-4	-4	14	-9	2	7	-5
O=C(Nc1nnc(-c2ccc(Cl)cc2)o1)Nc1ccccc1F	9	-5	-4	-4	-13	1	1	-2
O=C(COc1ccc(Cl)cc1)OCC(=O)N1CCCC1	21	-10	-23	-10	-1	5	3	2
COc1ccc(C)cc1S(=O)(=O)N1CCN(S(=O)(=O)c2cc(C(=O)O)ccc2C)CC1	6	2	-21	-12	6	0	13	-2
O=C(Nc1ccc(N2CCCC2)c(Cl)c1)c1cccc(-c2cc3ccccc3oc2=O)c1	-44	13	6	7	8	-3	1	0
CC(=O)CC[N+](C)(C)C	0	-6	-3	.	.	1	.	.
O=C(CCCCl)NC(=S)Nc1ccc(CN2CCOCC2)cc1	14	4	-7	-7	-8	5	-3	3
Cc1c(CNC(=O)c2c([N+](=O)[O-])cnn2C)cnn1C	-31	-7	-3	8	7	0	5	5
COc1cnc(SCc2c(Cl)cccc2Cl)nc1Cl	16	1	-5	0	5	-1	-11	-2
COC1=C/C(=C/c2c(N)n3nc(-c4ccc(C)cc4)sc3nc2=O)C=CC1=O	-102	22	-15	.	.	-28	.	.
CCOC(=O)C1CCN(C(=O)CSc2nccc(C)n2)CC1	8	-1	8	-11	-1	-2	-6	-2
CCN(CC(=O)Nc1ccc(NC(C)=O)cc1)C(=O)c1ccc2c(c1)OCCO2	8	-4	-10	-7	18	0	-23	-11
COc1cc(OC)c(C(=O)Nc2cccc(C(C)=O)c2)cc1OC	24	-6	10	-2	2	2	3	-7
COc1ccc(C(=O)Nc2cc(Cl)ccc2OC(=O)c2ccc(OC)cc2)cc1	4	-2	34	57*	-2	3	33	55*
CCOC(=O)C1=C(C)NC(=S)N(C(C)=O)C1c1ccc(Cl)cc1 (stereo not drawn)	6	0	6	-4	-18	1	-3	-4
CCOc1cc(CNCCc2ccccc2)ccc1OCC(=O)NC(C)(C)C	-21	-12	12	19	-3	2	-2	2
COc1ccc(CCNS(=O)(=O)c2ccc(F)cc2)cc1OC	3	-4	-2	2	-2	0	-2	-1
Cc1ccc(NC(=O)CSc2ccc3nnc(-c4cccnc4)n3n2)cc1	-33	6	0	-6	4	0	2	5
COc1ccc(C(c2c(NC(=O)c3ccco3)sc(C)c2C)N2CCOCC2)cc1 (stereo not drawn)	-91	3	-14	-2	17	10	30	-3
CC1(C)CC(=O)C(C2(O)C(=O)Nc3ccccc32)CO1 (stereo not drawn)	14	-3	-6	7	-24	0	7	6
CCCc1nc2ccccc2c(=O)n1/N=C/c1ccc(O)cc1	23	-3	-6	-8	11	2	-5	4
CC(C)CN1C(=O)C(=O)N(CC(=O)c2ccc[nH]2)C1=O	7	-6	-2	5	-3	1	8	-9
CC(=O)c1cccc(NC(=O)N2CCCC2C(=O)NC2CCCCC2)c1 (stereo not drawn)	-9	0	-5	-6	-1	1	1	-6
COc1ccccc1OCCNC(=O)C1CC(=O)N(c2cccc(SC)c2)C1 (stereo not drawn)	7	-1	-10	1	4	-1	6	4
O=C(CNCc1ccccn1)Nc1cc(S(=O)(=O)N2CCCCC2)ccc1Cl	12	-5	-15	0	6	0	1	9
CCCCC(=O)NCCNc1nc2c(c(=O)n(C)c(=O)n2C)n1Cc1ccccc1	-4	-3	4	-2	8	1	-3	-9
CC(C)CN(C(=O)COC(=O)/C=C/c1cccs1)c1c(N)n(Cc2ccccc2)c(=O)[nH]c1=O	3	-3	-2	-6	1	0	-11	-4
COc1ccc2c(c1OC)C(=O)N1C2SC(C)(C)[C@H]1C(=O)NC1CC1 (stereo partly drawn)	-14	-8	9	-6	6	-4	-6	1
CCN(CC)C(=O)CSc1nc2ccccc2c(=O)n1-c1ccccc1OC	11	-3	6	-2	-7	1	-4	-4
CCCn1nc(C(=O)Nc2ccc3nc(C)sc3c2)c2ccccc2c1=O	8	-4	10	8	18	2	0	1
COC(=O)C1CC(O)CN1C(=O)Nc1ccccc1 (stereo not drawn)	5	0	-10	-9	-9	30*	-1	-2
O=C1NCC(O)=C1C=NCCO	21	-8	-11	-11	-3	2	1	2
Cc1oc(-c2cccs2)nc1CS(=O)CC(=O)NCc1ccc2c(c1)OCO2 (stereo not drawn)	-3	-8	0	-8	-5	-1	-7	2
CCC(C(=O)NC1CCCCCC1)n1nc(C)c2c(C)n(-c3ccccc3)nc2c1=O (stereo not drawn)	10	-4	-13	-3	9	0	9	-1
O=C(CN1CCN(CCOCCO)CC1)N1c2ccccc2Sc2ccc(Cl)cc21	11	-5	14	-8	8	1	-1	-4
Fc1ccccc1C1c2[nH]c3ccccc3c2CCN1CCCn1cccn1 (stereo not drawn)	-71	-3	10	-2	5	-46	-6	8

Continued.
SMILES	SENP8 block-1	HKDC1 inh	PfGluPho inh	SENP6 inh	Apaf1 inhib	SENP1 FRET inh	SENP8 block-2	SENP7 block
OCCNc1nc(Nc2ccc(Cl)c(Cl)c2)nc2ccccc12	-280	11	17	14	24	2	-1	-4
O=S(=O)(Nc1ccc(N2CCOCC2)cc1)c1cc(Cl)ccc1Cl	10	2	5	-4	-1	0	11	-4
NS(=O)(=O)c1ccc(NC(=S)Nc2ccc(C(=O)N3CCCCC3)cc2)cc1	6	-2	15	16	-4	1	9	2
Cc1ccccc1CN(c1ccc(C(=O)NCc2cccnc2)cc1)S(C)(=O)=O	8	-5	13	-8	1	-1	-3	0
Cc1ccc(C)c2[nH]c(=O)c(CCNC(=O)C(C)(C)C)cc12	-74	-4	12	4	2	1	2	3
COc1ccc(C(=O)Nc2nnc(Cc3ccc(OC)c(OC)c3)s2)c(OC)c1	12	-1	37	7	-5	1	-7	-3
S=C(Nc1cccc(Cl)c1)Nc1cccc2cnccc12	-204	18	95*	.	.	-26	.	.
c1ccc(Oc2cccc(Oc3ccccc3)n2)cc1	4	1	1	-24	-1	0	-1	-1
CCOc1ccc(C(=O)C[n+]2cccc3cc(C)ccc32)cc1	-24	-2	-3	-1	11	-30	-3	-11
O=C(/C=C/c1ccco1)Oc1cc(Br)cc(/C=N/NC(=O)c2ccccc2O)c1	-86	-19	-35	.	.	-26	.	.
COc1cc(O)c2c(=O)c3c(O)ccc(O)c3oc2c1	13	2	52	-6	11	2	-16	-8
CCOC(=O)C1CCN(c2c(Nc3cc(C)cc(C)c3)c(=O)c2=O)CC1	17	-1	-8	-12	-1	2	-2	-5
CC1CCC(NC(=O)COC(=O)CSc2ccc(C(N)=O)cc2[N+](=O)[O-])CC1 (stereo not drawn)	-29	-1	-9	-15	7	-10	-6	-12
COC(=O)C1=C(C)N(CC2CCCO2)C(=O)C1 (stereo not drawn)	33	0	-4	5	6	-1	-2	6
COCCNC(=S)N1CCN(c2nc(-c3ccc(Cl)cc3)cs2)CC1	9	0	28	12	9	2	-2	11
Cc1nn(C)c(C)c1/C=N/O	10	-21	-10	-13	2	2	0	0
COc1ccc(N2CC(C(=O)OC(C)C(=O)c3ccccc3)CC2=O)cc1 (stereo not drawn)	9	0	-10	-10	5	3	-8	5
CCCC1C2C(=O)N(c3ccccc3OCC)C(=O)C2ON1c1ccccc1 (stereo not drawn)	8	1	-2	0	13	3	-2	4
CN1CCC(N(C)C(=O)/C(C#N)=C/c2ccc(OC(F)F)cc2)CC1	-332	-6	8	.	.	-108	.	.
COc1ccc(/C=C/C(=O)O)cc1COc1ccccc1C	17	-6	-21	-9	2	0	-9	2
CCCCn1c(SCC(=O)/C(C#N)=C(\C)N)nc2ccccc2c1=O	-16	11	13	-7	7	-1	-12	-5
COc1ccc(S(=O)(=O)N2CCN(C(=O)[C@@H]3CCC(=O)N3C3OC(=O)c4ccccc43)CC2)cc1 (stereo partly drawn)	9	-5	-4	-7	2	0	-1	-5
O=C(CSCc1nc2scc(-c3cccs3)c2c(=O)[nH]1)Nc1ccccn1	-38	2	-2	-20	0	0	-6	11
COc1ccc(S(=O)(=O)N2CCOCC2)cc1C(=O)N(C)Cc1ccco1	9	-6	-7	-15	-1	4	0	-16
COc1ccc(CCNC(=O)c2ccc(NC(=O)CC3SC(N4CCCCC4)=NC3=O)cc2)cc1OC (stereo not drawn)	1	-4	-17	.	.	1	.	.
CC(C)CN1C(=O)C(=O)N(CC(=O)N(C)CC(=O)Nc2ccc(Cl)c(C(F)(F)F)c2)C1=O	7	-2	-16	7	9	0	0	-3
O=C(OCC(=O)N1CCN(c2ccccc2)CC1)c1ccccn1	16	0	-15	.	.	3	.	.
O=C1CC2C(=O)NCCN2C(=NC(=O)c2ccccc2)N1 (stereo not drawn)	10	-7	-1	8	-7	0	5	6
